# SMN2 splice enh – increases expression of the SMN2 splice variant | Potency, µM (doses to about 46.1 µM), for inactives: top-dose activity change, positive = activation, most hits filed as activators | AID 1458 | 210,000 tested, 2.8% active | HEK293 SMN2-luciferase splicing reporter, luminescence, 30-36 h; further: potency means the concentration at half of the fitted maximal effect; % of control where 0% means no effect; nearly all actives have a fitted effect of over 55% in size
#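 HEK293 cells carry an SMN2 […]–luciferase reporter in which exon 7 inclusion puts luciferase in frame. Cells were plated 10-12 h before compound addition, then incubated 30-36 h at 37C. ONE-Glo luminescence was read; sodium butyrate at 4.5 mM final served as control.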
# CBFb RUNX1 block – inhibitors of human CBF-beta and RUNX1 interaction. AlphaScreen CBFb-His/RUNX1-biotin binding, biochemical. Potency, µM (series often up to 59.8 µM), for the others: top-dose activity, negative = inhibition, actives largely listed as inhibitors. 230,000 tested, under 10 active. AID 1477; further: % of control where 0% means no effect
# Target sequence (Q01196 whole entry, looked up): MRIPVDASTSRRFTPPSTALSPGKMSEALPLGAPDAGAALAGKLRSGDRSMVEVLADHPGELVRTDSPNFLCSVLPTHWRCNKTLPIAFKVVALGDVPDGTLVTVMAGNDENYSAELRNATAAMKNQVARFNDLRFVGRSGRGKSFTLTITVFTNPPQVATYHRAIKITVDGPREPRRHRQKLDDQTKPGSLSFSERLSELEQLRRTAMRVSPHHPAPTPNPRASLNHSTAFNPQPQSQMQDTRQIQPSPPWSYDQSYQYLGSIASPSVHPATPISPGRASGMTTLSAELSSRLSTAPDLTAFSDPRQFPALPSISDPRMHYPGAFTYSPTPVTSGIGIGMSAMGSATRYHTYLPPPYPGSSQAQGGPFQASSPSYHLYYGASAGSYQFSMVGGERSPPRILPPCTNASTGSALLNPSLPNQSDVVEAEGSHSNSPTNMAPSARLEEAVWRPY
# Target sequence (Q13951 whole entry, looked up): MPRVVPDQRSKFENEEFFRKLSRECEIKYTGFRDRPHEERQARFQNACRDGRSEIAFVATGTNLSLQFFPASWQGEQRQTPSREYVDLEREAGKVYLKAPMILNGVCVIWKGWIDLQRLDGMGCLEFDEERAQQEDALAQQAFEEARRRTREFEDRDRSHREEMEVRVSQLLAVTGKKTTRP
#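 Bead-based AlphaScreen assay; binding partners His-tagged CBF-beta and biotinylated RUNX1 at 30 nM each. Compound exposure 15 min after a 20-min protein preincubation; bead step 90 min; all steps at room temperature.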
# Luc counter – counter-screen: inhibitors of Kinase-Glo firefly luciferase. Q27757. Kinase-Glo luciferase, ATP luminescence, 8 min. Potency, µM (top dose mostly 38.3 µM), without a hit: top-dose activity change, negative = inhibition, usual class: inhibitors. 200,000 tested, 0.28% active. AID 1379; further: potency means the concentration at half of the fitted maximal effect; on the % scale 0 is the no-effect control and ±100 the full control effect; nearly all actives have a fitted effect of over 60% in size
#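 Recombinant Kinase-Glo luciferase, 10 uM ATP (linear range), luciferin; imidazole pH 7.2 / KCl / MgCl2 / Tween / BSA buffer; 8 min RT; luminescence.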
# LMNA splice mod – changes lamin A minigene splicing in HeLa cells; HeLa LMNA splicing GFP/RFP minigene ratio, 48 h; 200,000 tested, 0.01% active; Potency, µM (top dose mostly 46.1 µM), for the others: at the highest dose ratio change, negative = inhibition, hits mostly inhibitors; active means well fitted inhibition curve with a large enough effect in the signal ratio, with a control signal flat, not every such curve was filed as active; inconclusive means small, poorly fitted or top-dose-only effect, or effect the other way, or a change in a side signal; the % refers to the signal ratio; further: potency means the concentration at half of the fitted maximal effect; on the % scale 0 is the no-effect control and ±100 the full control effect
#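 S3 HeLa stable clones carrying a lamin A-EGFP splicing minigene plus DsRed2 were seeded at 600 cells/well in Opti-MEM with 2% FBS, pin-dosed and incubated 48 h at 37°C. Acumen cytometry (488 nm) gave the GFP/RFP total-intensity ratio.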
# IMPase Li inh – IMPase inhibition in cells with lithium potentiation. 210,000 tested, 0.35% active. Potency, µM (doses to about 59.4 µM), for the others: at the highest dose activity, negative = IMPase inhibition, usual class: inhibitors. AID 1457. CHO-M1 cells, IP1 TR-FRET (IP-One), carbachol + lithium;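 further: IP1 builds up when IMPase is blocked and the TR-FRET signal falls; potency means the concentration at half of the fitted maximal effect; plate controls were basal vehicle for no effect and high inhibitor control for full effect; nearly all actives have a fitted effect of over 50% in size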
#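 CHO cells stably expressing M1 receptor (2000/well, cultured 16–30 h) treated 30 min at 37C with compound plus low lithium. Cytosolic IP1 by TR-FRET (665/620 ratio and 620 channel) after 10 min lysis; AC50 by Hill fit.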
# HTT aggregate – mutant huntingtin aggregation inhibition | PC12 HttQ103-GFP aggregates, Acumen cytometry, 40 h | Potency, µM (top dose mostly 46.1 µM), for the others: top-dose activity change, negative = inhibition, most hits filed as inhibitors | 220,000 tested, 1.1% active | AID 1688; further: potency means the concentration at half of the fitted maximal effect; on the % scale 0 is the no-effect control and ±100 the full control effect; nearly all actives have a fitted effect of over 60% in size
#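 Aggregates are detected as GFP objects 1–25 µm with signal 6 STDEV over background in lysates of induced PC12 cells. These carry Huntingtin exon 1 with 103 glutamines fused to GFP under an ecdysone promoter; compounds titrated.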
# HTT cytoprotect – protects HTT-Q103 PC12 cells, measured by ATP; Potency, µM (top dose mostly 56.4 µM), inactives show cytoprotection (ATP increase), usual class: activators; AID 1471; PC12 HTT-Q103 induced, cytoprotection, ATP luminescence, 40 h; 230,000 tested, 0.14% active;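 further: potency means the concentration at half of the fitted maximal effect; % of control where 0% means no effect; nearly all actives have a fitted effect of over 45% in size; toxic huntingtin expression switched on by the ecdysone agonist tebufenozide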
#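 Quantitative HTS on tebufenozide-induced (100 nM) PC12 cells expressing HTTQ103 exon 1–GFP; compounds tested as a concentration series; survival measured via cellular ATP.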
# * hit, by the source's call; ? = inconclusive; nt = not tested or not shown; [ ] = remark or other dose. Unless noted, the call rests on the fitted dose curve; in most records, active means well fitted curve in the direction sought with a large enough effect; inconclusive means small, poorly fitted or top-dose-only effect, or another doubt; inactive means no such curve, though single readings can be large; an effect the other way counts as inactive or inconclusive.
SMILES,SMN2 splice enh,CBFb RUNX1 block,Luc counter,LMNA splice mod,IMPase Li inh,HTT aggregate,HTT cytoprotect
c1cc2c(cc1Cn1cnnn1)OCO2,16.3%,10.0%,-1.3%,11.5%,-8.4%[38.3 µM],2.5%,12.3%[10 µM]
Cc1ccc(-c2cc(N)n3nc(-c4ccc(C)cc4)cc3n2)cc1,-25.5%,9.9%,-3.3%,?,-6.9%[38.3 µM],11.2%,-34.2%
CC(C)Cc1nnc(NC(=O)CSc2nc(-c3ccccc3)cc(=O)[nH]2)s1,nt,-4.0%,nt,nt,2.6%,-19.4%,-19.2%
CC(C)(C)c1ccc(OCC(=O)NC2CCS(=O)(=O)C2)cc1 (centres undefined),22.0%,8.3%,-1.5%,-10.1%,2.7%[38.3 µM],-3.4%,-1.6%
NC(N)=N/N=C/c1cccc([N+](=O)[O-])c1O,-8.5%,-2.0%,-27.1%,nt,-0.8%,10.0%,-16.8%
CCOC(=O)C(=O)N=Nc1c(O)n(C)c2ccccc12,nt,3.7%,-1.9%,0.6%[46 µM],3.3%,-5.8%[9.22 µM],5.1%[10 µM]
COCCCN1C(=O)CS/C1=N\S(=O)(=O)c1ccccc1,nt,-3.9%,nt,nt,nt,20.1%[9.22 µM],25.0%[10 µM]
CCNS(=O)(=O)c1ccc(NC(=O)CC(C)c2ccccc2)cc1 (centres undefined),-2.7%,25.8%,-2.1%,?,4.7%,1.4%,nt
CC(C)C(c1nnnn1Cc1ccco1)N1CCC(C(N)=O)CC1 (centres undefined),-11.4%,-7.2%,-2.2%,-10.9%,1.6%,-6.7%,-6.8%[10 µM]
Brc1[nH]nc2ccccc12,2.4%,5.9%,0.8%,12.3%,-3.3%[38.3 µM],-12.5%,2.1%
CN(C)S(=O)(=O)N1CCN(S(=O)(=O)N2CCOCC2)CC1,10.8%,-5.8%,-5.6%,-5.1%[46 µM],3.4%,nt,nt
O=C(c1ccc(Br)s1)N1CCN(Cc2ccc3c(c2)OCO3)CC1,-9.9%,0.8%,1.7%,-21.7%,17.3%[38.3 µM],-20.1%,-9.9%
Cc1onc(-c2ccccc2Cl)c1C(=O)NCc1ccco1,10.8%,nt,-4.0%,7.0%,-4.7%[38.3 µM],-0.9%[9.22 µM],0.1%
COc1ccc(CCNC(=O)C2CCN(S(=O)(=O)N3CCCCCC3)CC2)cc1OC,-20.5%,-1.9%,-5.2%,-2.6%,-1.3%[38.3 µM],17.0%,-1.9%
O=C1CN(C(=O)c2ccc(Br)o2)C(c2ccc(F)cc2)c2cc(Cl)ccc2N1 (centres undefined),-3.2%,-5.8%,-9.8%,12.7%,5.1%[38.3 µM],-27.3%,-65.0%[inhibitor]
C=C(C)C1CCC(C)=C1COC(=O)Nc1ccccc1 (centres undefined),-15.1%,20.0%,0.4%,15.9%,4.2%[38.3 µM],-28.0%,-30.8%
Cc1ccc(C(NC(N)=O)c2ccccc2C)cc1 (centres undefined),-3.0%,-3.0%,-3.6%,-6.8%,20.2%[38.3 µM],22.5%,13.5%
Cn1c(N)c(S(=O)(=O)N2CCN(Cc3ccccc3)CC2)c(=O)n(C)c1=O,-8.9%,1.5%,8.5%,nt,-0.8%,-0.4%,-18.7%
O=C(Nc1ccccc1)NC1(C(=O)NCc2ccco2)CCCCC1,4.0%,2.6%,-3.6%,3.5%,30.3%[38.3 µM],-8.7%,15.7%[10 µM]
Cc1nn(CCC#N)c2nc(-c3ccccc3)cc(C(F)(F)F)c12,-14.3%,-14.0%,-4.8%,16.5%,1.0%[38.3 µM],?,-0.8%
CCOC(=O)CCn1c(CC(=O)OCC)nc2ccccc21,17.7%,19.9%,0.0%,14.6%,9.0%[38.3 µM],0.1%[9.22 µM],-1.7%[0.074 µM]
O=C(NNC(=O)C1COc2ccccc2O1)c1ccccc1 (centres undefined),-1.4%,2.9%,-0.1%,5.5%,-3.7%[38.3 µM],-1.4%,-15.6%
Nc1nc2c(nc(Cl)n2C2OC(CO)C(O)C2O)c(=O)[nH]1 (centres undefined),0.9%,nt,-0.6%,9.6%,-3.0%,nt,nt
S=C(NC1CCCCC1)N1CCOCCOCCN(C(=S)NC2CCCCC2)CCOCCOCC1,nt,5.1%,nt,nt,nt,-11.7%[9.22 µM],4.8%[10 µM]
CN1CCN(S(=O)(=O)c2ccc(-c3ccc(Cl)cc3)cc2)CC1,-9.8%,3.1%,-1.5%,6.0%,15.3%[38.3 µM],?,-3.9%
Cc1cc2cc(C)c3nnc(SCC(=O)Nc4ccc(S(=O)(=O)N5CCCCC5)cc4)n3c2cc1C,-6.5%[1.84 µM],2.4%,-2.2%,-8.2%,1.6%,-0.4%,-1.1%[10 µM]
Cc1c(C(=O)N2CCN(C(=O)c3ccco3)CC2)sc2nc(-c3ccc(F)cc3)cn12,-22.7%,3.1%,1.1%,-15.6%,14.1%[38.3 µM],16.4%,-10.6%
CC(C)c1cc(=O)oc2c3c4c(cc12)CCCN4CCC3,-2.9%,?,0.2%,?,-14.2%[38.3 µM],-10.5%,-0.4%
CCC1=Nc2cc(C(=O)NCCCOC)ccc2Sc2ccccc21,-7.5%,0.2%,-0.5%,-12.5%,20.1%[38.3 µM],-11.4%,-66.7%[inhibitor]
COc1ccc(Nc2c3c(nc4c(-c5ccccc5)c(C)nn24)CCC3)cc1,-25.9%,1.9%,4.3%,-2.2%,3.3%,3.6%,nt
COc1ccc(OC)c(N(CC(=O)Nc2cccnc2)S(C)(=O)=O)c1,9.9%,1.8%,0.6%,12.7%,16.4%[38.3 µM],3.1%,-18.9%
Cc1ccccc1Cc1ccc(Cl)nn1,-7.6%,?,6.7%,-0.8%[46 µM],0.3%,-6.5%,23.5%[10 µM]
Cc1nc(SCC(=O)Nc2ccc(Cl)cc2[N+](=O)[O-])nc(C)c1C,-5.3%,-27.8%,0.4%,1.5%,8.7%,-5.8%,30.4%[10 µM]
CCCc1cc(C(=O)Nc2ccc(F)cc2F)no1,-12.8%,-1.2%,-7.4%,-6.4%,8.6%[38.3 µM],7.6%,-7.1%
COc1cc(CC(=O)Nc2ccc(Cl)c(C(F)(F)F)c2)cc(OC)c1OC,-27.6%,11.1%,24.7%,?,5.2%,10µM*,21.9%[10 µM]
CN(CC(=O)NCc1ccc2c(c1)OCO2)S(=O)(=O)c1ccc(Br)s1,0.9%,-7.4%,-2.2%,-1.2%,49.0%[activator][38.3 µM],-23.7%,-7.9%
O=C1NC(=Nc2ccc(Cl)cc2)SC1Cc1cccc(Cl)c1Cl (centres undefined),-8.4%,-1.0%,-3.5%,?,9.1%,?,?
CC(C)(C)OC(=O)c1c(N)n(CCCN2CCCC2=O)c2nc3ccccc3nc12,2.4%,3.1%,-0.8%,-4.6%,5.8%[38.3 µM],-8.6%,-12.3%
CC(C)(C)OC(=O)NCCCCCc1nnc(SCc2cccc(F)c2)o1,nt,12.4%,nt,nt,nt,1.2%[9.22 µM],7.6%[10 µM]
Cc1cc(=O)c2ccc(C(F)(F)F)cc2[nH]1,nt,10.9%,nt,nt,nt,-9.6%[9.22 µM],-0.7%[10 µM]
CCCCCC(=O)NC(=S)Nc1ccc(NC(=O)c2ccco2)cc1,27.8%,-1.6%,0.2%,-9.1%,10.9%,-5.9%,nt
O=C(COC(=O)CNS(=O)(=O)/C=C/c1ccccc1)NC1CCS(=O)(=O)C1 (centres undefined),-22.4%,0.7%,3.5%,10.8%,17.1%[38.3 µM],9.3%,-3.6%
CCCCNC(=O)NCCN1CCOCC1,nt,-3.8%,nt,nt,nt,-1.0%[9.22 µM],-9.1%[10 µM]
COc1ccc(CCNC(=O)CN2C(=O)c3ccccc3S2(=O)=O)cc1OC,25.9%,9.1%,-2.6%,-5.2%,21.4%[38.3 µM],-10.1%,5.4%
NC(=O)C(=O)O,-4.5%,-4.7%,0.6%,-12.5%,12.1%,nt,-5.1%[1.9 µM]
COc1ccc(-c2c3c([nH]c(=S)c2C#N)CCC3)cc1,4.1%,-3.9%,-0.1%,-4.6%,7.94µM*,3.4%,3.8%[10 µM]
Cc1ccc(C(=O)NC2CC3CCCC(C2)N3C(=S)NCc2ccco2)cc1 (centres undefined),nt,-11.5%,-1.9%,nt,8.6%,-12.8%[9.22 µM],-3.8%[10 µM]
O=C(/C=C/c1ccccc1Cl)Nn1cnc2ccccc2c1=O,-18.7%[1.84 µM],-1.5%,1.2%,?,2.9%,?,?
COC(=O)C(Cc1c[nH]c2ccccc12)NC(=O)c1cccs1 (centres undefined),nt,-5.8%,nt,nt,nt,-5.7%[9.22 µM],-12.0%[10 µM]
O=C(COC(=O)c1ccc(S(=O)(=O)N2CCCC2)cc1)NCc1ccc(Cl)cc1,-11.5%,1.5%,6.9%,13.8%,19.0%[38.3 µM],-11.5%[1.84 µM],-4.7%
CC1(C)NC(=O)N(CCCCSc2ccc(Cl)cc2)C1=O,-21.4%,0.5%,0.5%,?,-4.1%[38.3 µM],?,-0.7%
Cc1c(O)ccc(/C(Cc2ccc3ccccc3n2)=N\N)c1O,nt,-2.6%,nt,nt,nt,-14.0%[9.22 µM],27.4%[10 µM]
COc1ccc2cc1Oc1ccc(cc1)C[C@H]1c3cc(c(OC)cc3CCN1C)Oc1c(O)c(OC)cc3c1[C@H](C2)N(C)CC3,nt,4.3%,nt,nt,nt,-35.3%[9.22 µM],-14.5%[10 µM]
Cc1cccc(C)c1NC(=S)N1CC(C)OC(C)C1 (centres undefined),nt,5.7%,nt,nt,nt,0.3%[9.22 µM],-14.6%[10 µM]
CCNC(=O)COC(=O)CCNC(=O)c1cccc(C)c1,11.7%,7.9%,-0.5%,29.8%[9.22 µM],-6.7%,10.2%,0.6%
CC(C)=C1SC(N2CCN(Cc3ccccc3)CC2)=NC1=O,11.5%,0.8%,-3.2%,10.4%,9.8%[38.3 µM],-18.1%,9.3%
Cc1cc(O)cc(O)c1C(=O)OC1(C)C(=O)C=C2C=C(/C=C/CO)OC=C2C1=O (centres undefined),9.7%,-10.6%,-1.3%,nt,3.3%,nt,17.1%

# Bioassay records deposited in PubChem by National Center for Advancing Translational Sciences (NCATS).
